HCMV inh: human cytomegalovirus inhibition. HFF cells, HCMV-luciferase reporter, 72 h; hits give low values. activity change, negative = inhibition, % at 57.5 µM. 410,000 tested, 4.5% active; in the data active means activity change below about -60%; inconclusive means no clear call, values can overlap the other calls; inactive means above about -39%
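Two compound doses tested in HFFs infected with HCMV-luciferase, MOI 1 PFU/cell, 72 h at 37C. Lysate luminescence read with OneGlo; data normalized against buffer-only and 10uM Salinomycin inhibitor controls.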
AmpC no deterg: inhibitors of E. coli AmpC beta-lactamase without detergent; Potency, µM (titrated, usually from 57.1 µM), without a hit: top-dose activity change, negative = inhibition, usual class: inhibitors; AmpC nitrocefin hydrolysis, absorbance 480 nm, 0.0001% Triton; AID 485341; 330,000 tested, 0.52% active;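 further: potency means the concentration at half of the fitted maximal effect; plate controls were no compound for no effect and no enzyme for full effect; nearly all actives have a fitted effect of over 20% in size; some results filed as inactive show a strong effect at the top dose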
Target sequence (P00811 whole entry, looked up): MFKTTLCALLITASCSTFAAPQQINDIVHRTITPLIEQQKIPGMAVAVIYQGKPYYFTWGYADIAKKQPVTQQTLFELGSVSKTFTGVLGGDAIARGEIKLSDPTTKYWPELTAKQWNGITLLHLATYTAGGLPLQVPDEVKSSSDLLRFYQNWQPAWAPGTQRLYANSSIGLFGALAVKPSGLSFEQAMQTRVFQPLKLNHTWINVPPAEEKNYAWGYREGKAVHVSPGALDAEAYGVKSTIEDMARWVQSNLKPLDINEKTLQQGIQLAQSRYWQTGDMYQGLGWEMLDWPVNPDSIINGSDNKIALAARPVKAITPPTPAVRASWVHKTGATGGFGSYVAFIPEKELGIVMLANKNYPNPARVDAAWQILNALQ
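AmpC (5.3 nM in the dispensed reagent) in 20 mM phosphate pH 7.0 with 0.01% (detergent screen) or 0.0001% Triton X-100 was preincubated with compounds for 15 min at room temperature. Nitrocefin was then added from an 800 uM solution, and hydrolysis was followed at 480 nm.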
AmpC detergent: blocks E. coli AmpC beta-lactamase in detergent assay | P00811 | AmpC hydrolysis of nitrocefin, absorbance 480 nm, 0.01% Triton | Potency, µM (titrated, usually from 114 µM), for inactives: top-dose activity change, negative = inhibition, hits mostly inhibitors | 370,000 tested, 0.041% active | AID 485294;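 further: potency means the concentration at half of the fitted maximal effect; 0% = no-compound wells and -100% = no-enzyme wells; nearly all actives have a fitted effect of over 25% in size; some results filed as inactive show a strong effect at the top dose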
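AmpC (5.3 nM in the dispensed reagent) in 20 mM phosphate pH 7.0 with 0.01% (detergent screen) or 0.0001% Triton X-100 was preincubated with compounds for 15 min at room temperature. Nitrocefin was then added from an 800 uM solution, and hydrolysis was followed at 480 nm.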
LmPK inh: blocks Leishmania mexicana pyruvate kinase activity. purified LmPK, Kinase-Glo ATP luminescence, 1 h. 290,000 tested, 0.37% active. Potency, µM (titrated, usually from 57.5 µM), inactives show top-dose activity change, negative = inhibition, actives largely listed as inhibitors; further: potency means the concentration at half of the fitted maximal effect
Target sequence (Q27686 whole entry, looked up): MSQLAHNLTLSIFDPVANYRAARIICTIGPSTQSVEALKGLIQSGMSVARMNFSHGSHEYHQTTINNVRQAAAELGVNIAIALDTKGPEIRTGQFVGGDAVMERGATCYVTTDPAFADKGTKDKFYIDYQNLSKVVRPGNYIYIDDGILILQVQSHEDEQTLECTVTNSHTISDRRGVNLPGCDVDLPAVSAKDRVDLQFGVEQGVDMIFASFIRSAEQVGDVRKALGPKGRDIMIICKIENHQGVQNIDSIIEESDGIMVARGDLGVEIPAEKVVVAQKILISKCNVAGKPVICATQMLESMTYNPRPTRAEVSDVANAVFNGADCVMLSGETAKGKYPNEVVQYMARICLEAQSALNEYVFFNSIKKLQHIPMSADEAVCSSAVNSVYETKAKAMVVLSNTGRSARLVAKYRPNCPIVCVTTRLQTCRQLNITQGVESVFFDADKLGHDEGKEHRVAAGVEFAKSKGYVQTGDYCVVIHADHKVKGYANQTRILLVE
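Pyruvate kinase activity monitored as ATP production (luciferase luminescence). Conditions: 0.1 nM enzyme, 0.5 mM PEP, 0.1 mM ADP, 1 h, RT; normalized against uninhibited and no-enzyme wells.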
AMA1 RON2 block: AMA1-RON2 (P. falciparum) interaction inhibition. 360,000 tested, 0.2% active. Potency, µM (top dose mostly 58.2 µM), for the others: at the highest dose activity change, negative = inhibition, most hits filed as inhibitors. AlphaScreen AMA1-biotinylated RON2 peptide binding;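 further: potency means the concentration at half of the fitted maximal effect; 0% = vehicle wells and -100% = peptide control; nearly all actives have a fitted effect of over 45% in size; some results filed as inactive show a strong effect at the top dose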
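AMA1 (3D7) with his tag at 25 nM final met compounds first, then biotinylated RON2 peptide at 25 nM; detection used donor plus acceptor beads, 10 µg/mL apiece, read by AlphaScreen after 30 min at room temperature.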
Sm TGR block: blocks Schistosoma mansoni thioredoxin glutathione reductase; Potency, µM (series often up to 114 µM), for the others: top-dose activity change, negative = inhibition, usual class: inhibitors; 360,000 tested, 3% active; Q962Y6; purified TGR, DTNB reduction, TNB absorbance 405 nm; further: potency means the concentration at half of the fitted maximal effect; nearly all actives have a fitted effect of over 60% in size
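TGR 20 nM + NADPH 100 uM (dispensed conc.), cpd preinc 15 min RT; start with NADPH (500 uM addition) then DTNB (15 mM addition). Kinetic TNB absorbance, 405 nm filter. Four-parameter Hill fit across titration.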
Tb PYK inh: T. brucei pyruvate kinase inhibition; Potency, µM (top dose mostly 76.8 µM), for the others: at the top dose activity, negative = inhibition, most hits filed as inhibitors; 410,000 tested, 0.12% active; TbPYK enzyme, Kinase-Glo Plus ATP luminescence, 45 min; Q57TT1; further: potency means the concentration at half of the fitted maximal effect; nearly all actives have a fitted effect of over 50% in size
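Luminescence from Kinase-Glo Plus, added after a 45-minute room-temperature reaction, served as the end-point read-out. The enzyme and substrate were preincubated with compound before ADP (130 uM final) initiated turnover. Concentration-effect curves came from normalized qHTS data.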
Starred values were filed as active, the others as inactive; ? = inconclusive; / = not tested or not shown; [ ] = another dose, or the depositor's remark. Unless noted, the call rests on the fitted dose curve; in most records, active means well fitted curve in the direction sought with a large enough effect; inconclusive means small, poorly fitted or top-dose-only effect, or another doubt; inactive means no such curve, though single readings can be large; an effect the other way counts as inactive or inconclusive. Unless noted, on the % scale 0 is the no-effect control and ±100 the full control effect.

1: O=C(Nc1cc(Cl)ccc1Cl)C1CC(=O)N(c2ccc(Br)cc2)C1 (stereo not given)
2: CCN(CC(=O)Nc1c(F)cccc1F)C(=O)c1ccc(N2CCOCC2)c([N+](=O)[O-])c1
3: CC1(C)OC(=CC=Nc2ccc(Cl)cc2)OC1(C)C
4: O=S(=O)(Nc1ccc(N2CCOCC2)cc1)c1cccs1
5: CC1CCC2C(C)C(=O)OC3OC4(C)CCC1C32OO4 (stereo not given)
6: COc1ccc(Oc2c(O)c3ccccc3n(C)c2=O)cc1

entry no.	1	2	3	4	5	6
HCMV inh	-12	-27	-24	117	38	?
AmpC no deterg	-13%	2%	98%[activator]	-1%	-14%	-10%
AmpC detergent	-3%	9%	0%	-8%	5%	-1%
LmPK inh	3%	/	-5%	-2%	1%	5%
AMA1 RON2 block	-1%	-9%	12%	-18%	-1%	-1%
Sm TGR block	-6%	45µM*	-6%	0%	3%	-12%
Tb PYK inh	-6%	1%	3%	-7%	2%	7%

The list goes on, starting with the last two of the part before.
5: CC1CCC2C(C)C(=O)OC3OC4(C)CCC1C32OO4 (stereo not given)
6: COc1ccc(Oc2c(O)c3ccccc3n(C)c2=O)cc1
7: Cc1cc(C)c(C#N)c(=N)o1
8: Cc1cccc(C)c1NC(=O)CSC(=S)N1CCCC1
9: Cc1nn(CC(=O)Nc2c(F)c(F)cc(F)c2F)c(=O)c2cccn12
10: Cc1cccc(CN2CCCC(C(=O)N3CCc4ccccc4C3)C2)c1 (stereo not given)
11: O=C(Cc1ccc([N+](=O)[O-])cc1)Nc1cccc(C(=O)N2CCCCC2)c1
12: COC(=O)CCSCC(=O)Nc1ccc(C)c(S(=O)(=O)N2CCCCC2)c1

entry no.	5	6	7	8	9	10	11	12
HCMV inh	38	?	0	5	-38	7	18	-15
AmpC no deterg	-14%	-10%	-10%	-1%[11.4 µM]	-9%	16%	-41%	-16%
AmpC detergent	5%	-1%	5%	?	0%	-2%	/	2%
LmPK inh	1%	5%	7%	-1%	2%	0%	/	0%
AMA1 RON2 block	-1%	-1%	-13%	-11%	-7%	6%	-10%	17%
Sm TGR block	3%	-12%	-1%	4%	-30%	-5%	/	8%
Tb PYK inh	2%	7%	-27%	-4%	0%	/	-4%	9%

Filtered by structure: the compounds so far with fluorine (2)
2: CCN(CC(=O)Nc1c(F)cccc1F)C(=O)c1ccc(N2CCOCC2)c([N+](=O)[O-])c1
9: Cc1nn(CC(=O)Nc2c(F)c(F)cc(F)c2F)c(=O)c2cccn12

entry no.	2	9
HCMV inh	-27	-38
AmpC no deterg	2%	-9%
AmpC detergent	9%	0%
LmPK inh	/	2%
AMA1 RON2 block	-9%	-7%
Sm TGR block	45µM*	-30%
Tb PYK inh	1%	0%

New compounds follow
13: CCOC(=O)N1CCC(N2CCN(S(=O)(=O)c3ccc(C)cc3)CC2)CC1
14: CCOc1ccc(CCNC(=O)CSc2n[nH]c(N)n2)cc1OCC
15: O=C(N/N=C/c1ccc(O)cc1)c1cc(C2CC2)[nH]n1
16: COc1ccc(Cl)cc1NC(=O)C1Cc2cc(S(=O)(=O)N3CCCC3)ccc2N1C(C)=O (stereo not given)
17: COc1ccc(-c2cnnc(N/N=C/c3ccc(C)o3)n2)cc1
18: COC(=O)c1cc(OC)c(OC)cc1NC(=O)c1csc(C)c1

entry no.	13	14	15	16	17	18
HCMV inh	-33	/	18	-3	?	-67*
AmpC no deterg	52%	-4%	-21%	94%[activator]	2%	-22%
AmpC detergent	-13%	2%	4%	-1%	-2%	0%
LmPK inh	-3%	4%	-5%	0%	4%	2%
AMA1 RON2 block	-26%	3%	16%	-3%	18%	0%
Sm TGR block	-1%	-2%	1%	0%	-11%	-3%
Tb PYK inh	5%	-27%	-4%	1%	-12%	2%

19: Cc1ccc(C(=O)N2CCN(c3ccccc3)CC2)cc1C
20: CCOCc1nnc(NC(=O)c2cc(OC)c(OC)cc2[N+](=O)[O-])s1
21: COCCNC(=O)CN(Cc1ccc(OC)cc1)C(=O)CCC(=O)Nc1nccs1
22: COc1ccc(C)cc1NC(=O)NC1CCCc2ccccc21 (stereo not given)
23: COCCCNC(=O)c1sc2nc(C)c(C(=O)Nc3ccc(C)cc3C)c(-c3ccccc3Cl)c2c1N
24: CN(Cc1ccccc1)C(=O)c1ccc(NC2=NC3CS(=O)(=O)CC3S2)cc1 (stereo not given)

entry no.	19	20	21	22	23	24
HCMV inh	44	1	-25	-14	-10	-14
AmpC no deterg	8%	-12%[2.29 µM]	19%	-17%	/	-7%
AmpC detergent	?	?	-1%	4%	4%	-10%
LmPK inh	1%	1%	-2%	-3%	/	-1%
AMA1 RON2 block	0%	-7%	-7%	5%	/	-5%
Sm TGR block	-10%	1%	7%	9%	5%	-20%
Tb PYK inh	0%	3%	-19%	-5%	-4%	0%

25: CCOC(=O)c1ccc(NC(=S)Nc2ccc(Br)cc2N)cc1
26: O=C(CSc1ncccn1)Nc1cccc(S(=O)(=O)N2CCOCC2)c1
27: COc1ccc(C/C(C)=N/NS(=O)(=O)c2ccc(Br)cc2)cc1
28: CCOc1ccc(S(=O)(=O)N/N=C(\C)c2ccc(Cl)c(Cl)c2Cl)cc1
29: COc1ccc(-c2oc(=O)c3cc(OC)c(OC)cc3c2C(F)(F)F)cc1
30: CC(C)N1CCN(Cc2cccn2-c2cccnc2)CC1CCO (stereo not given)

entry no.	25	26	27	28	29	30
HCMV inh	87	-26	-6	7	-21	11
AmpC no deterg	/	-13%	-45%	-18%	-5%	-10%
AmpC detergent	/	/	3%	-3%	1%	-6%
LmPK inh	/	/	0%	2%	/	-10%
AMA1 RON2 block	117%[activator]	-3%	-17%	-6%	-5%	1%
Sm TGR block	/	/	22µM*	-6%	-12%	-12%[57.1 µM]
Tb PYK inh	-17%	9%	2%	-5%	1%	3%

31: CC(=O)Nc1ccc(S(=O)(=O)NNC(=O)c2cc3c4ccccc4n(C)c3s2)cc1
32: CCCCc1nnc(NC(=O)C2=COCCO2)s1
33: CC(C)c1ccc(NC(=O)c2ccc3c(c2)CCCN3S(C)(=O)=O)cc1
34: Cc1ccc2c(c1C)OC(=O)CC2c1ccccc1 (stereo not given)
35: Cc1cc(C)n2nc(C(=O)Nc3cccnc3)nc2n1
36: COc1cc(C(=S)N2CCN(c3ccccc3Cl)CC2)cc(O)c1O

entry no.	31	32	33	34	35	36
HCMV inh	81	28	-74*	49	-6	-10
AmpC no deterg	-31%	-20%	/	-26%	-13%	-35%
AmpC detergent	4%	?	0%	-2%	2%	2%
LmPK inh	5%	-3%	/	0%	-8%	-21%
AMA1 RON2 block	0%	9%	/	39%[activator]	44%[activator]	0%
Sm TGR block	-18%	-10%	-6%	-29%	10%	7%
Tb PYK inh	-5%	6%	-6%	-3%	-3%	-24%

37: Cc1cnc(NC(=O)CSc2nnc(-c3cccs3)n2C)s1
38: CCNc1c([N+](=O)[O-])c(=O)n(CC)c2ccccc12
39: Cn1c(NC(=O)CC2CCCCC2)cc(=O)n(C)c1=O
40: N#Cc1c(NCCO)nc(NCc2ccccc2)c2c1CCN(Cc1ccccc1)C2
41: CC1(C)Cn2c(nc(=O)c3c2NCN(CCc2ccccc2)C3)S1
42: Brc1ccccc1CN1CCC(N2CCCCC2)CC1

entry no.	37	38	39	40	41	42
HCMV inh	-11	-17	32	/	/	-1
AmpC no deterg	-12%	-5%	-11%	1%	3%	-25%
AmpC detergent	-10%	3%	-3%	?	2%	7%
LmPK inh	-2%	-2%	0%	-1%	-12%	-3%
AMA1 RON2 block	-8%	-1%	2%	-2%	/	2%
Sm TGR block	0%	-5%	0%	13%	5%	21%
Tb PYK inh	0%	-2%	-3%	1%	/	-4%

43: Cc1ccc(-c2cc(C(=O)NCCCn3ccnc3)c3cc(Br)ccc3n2)o1
44: N#CC(c1ccccc1)c1cccc(Cl)n1 (stereo not given)
45: COCCNC(=O)C1(C)CCN(C(=O)c2cc(C(C)(C)C)nn2C)C1 (stereo not given)
46: Cc1cc(-c2ccc(C(C)C)c(S(=O)(=O)N3CC(=O)Nc4ccccc43)c2)on1
47: Cc1cc2c(c(C#N)c1C)NC=NC2C (stereo not given)
48: CC(=O)c1ccc(CCCc2ccc(C(C)=O)cc2)cc1

entry no.	43	44	45	46	47	48
HCMV inh	/	21	?	11	?	52
AmpC no deterg	87%[activator]	-11%	/	-1%	/	/
AmpC detergent	0%	-6%	/	-9%	/	/
LmPK inh	-24%	1%	/	8%	/	/
AMA1 RON2 block	-6%	13%	1%	0%	17%	34%[activator]
Sm TGR block	1.6µM*	-15%	/	-7%	/	/
Tb PYK inh	?	0%	1%	2%	1%	0%

49: Cc1c(C(=O)N(C)C(C)c2ccccn2)oc2c(F)cccc12 (stereo not given)
50: CC(Oc1ccc(Cl)cc1)c1ccc(C#N)c(=O)[nH]1 (stereo not given)
51: CCOC(=O)N1CCN(C(=O)Cc2cccs2)CC1
52: Cc1ccc(C(=O)N2CCC(C(=O)c3ccc(F)cc3)CC2)cc1
53: Cc1cc(NC(=O)c2ccccc2NS(=O)(=O)c2c(C)c(C)cc(C)c2C)no1
54: CN(C)CCCNC(=O)c1ccc(-c2cc3nc(NCc4cccnc4)n(C)c(=O)c3s2)cc1
55: CN1C(=S)SC(C)(C)C1/[N+]([O-])=C/c1cccnc1 (stereo not given)
56: CC(C)C(=O)Nc1cccc(-c2cn3ccccc3n2)c1

entry no.	49	50	51	52	53	54	55	56
HCMV inh	28	-13	-25	-7	-2	61	-26	-14
AmpC no deterg	110%[activator]	-11%	-11%	/	-36%	/	-10%	-22%
AmpC detergent	-4%	-5%	-5%	/	6%	/	?	-6%
LmPK inh	-2%	-4%	-2%	/	7%	/	-2%	0%
AMA1 RON2 block	-3%	-3%	-3%	4%	1%	0%	6%	-4%
Sm TGR block	-18%	0%	-2%	/	6%	/	7%	-2%
Tb PYK inh	0%	7%	-9%	-2%	-5%	-4%	-7%	1%

Screens deposited in PubChem BioAssay by National Center for Advancing Translational Sciences (NCATS).
